From PubChem BioAssay
EPAC1 antagonist = qHTS for Antagonist of cAMP-regulated guanine nucleotide exchange factor 3 (EPAC1): primary screen; EPAC1 GEF assay, Rap1b-BODIPY-GDP exchange fluorescence; Potency, µM (highest dose often 115 µM), for the others: at the highest dose activity change, negative = inhibition, actives largely listed as inhibitors; 360,000 compounds, 0.14% hits; AID 720709, 2013;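 also: potency is read from the fitted curve at half-maximal effect; plate controls were vehicle for no effect and positive control for full effect; nearly all actives have a fitted effect of over 50% in size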
PLK1 PBD block = qHTS for Inhibitors of PLK1-PDB (polo-like kinase 1 - polo-box domain): Primary Screen. Plk1 PBD binding of FITC phosphopeptide, fluorescence polarization. Potency, µM, for inactives: max response, negative = inhibition, most hits filed as inhibitors. 360,000 compounds, 2.8% hits; also: potency is read from the fitted curve at half-maximal effect; series mostly up to about 57 µM; % is scaled to controls: 0 for no effect and ±100 for the full control effect; nearly all actives have a fitted effect of over 65% in size
Target sequence (P53350 whole entry, looked up, the tested form may be a part): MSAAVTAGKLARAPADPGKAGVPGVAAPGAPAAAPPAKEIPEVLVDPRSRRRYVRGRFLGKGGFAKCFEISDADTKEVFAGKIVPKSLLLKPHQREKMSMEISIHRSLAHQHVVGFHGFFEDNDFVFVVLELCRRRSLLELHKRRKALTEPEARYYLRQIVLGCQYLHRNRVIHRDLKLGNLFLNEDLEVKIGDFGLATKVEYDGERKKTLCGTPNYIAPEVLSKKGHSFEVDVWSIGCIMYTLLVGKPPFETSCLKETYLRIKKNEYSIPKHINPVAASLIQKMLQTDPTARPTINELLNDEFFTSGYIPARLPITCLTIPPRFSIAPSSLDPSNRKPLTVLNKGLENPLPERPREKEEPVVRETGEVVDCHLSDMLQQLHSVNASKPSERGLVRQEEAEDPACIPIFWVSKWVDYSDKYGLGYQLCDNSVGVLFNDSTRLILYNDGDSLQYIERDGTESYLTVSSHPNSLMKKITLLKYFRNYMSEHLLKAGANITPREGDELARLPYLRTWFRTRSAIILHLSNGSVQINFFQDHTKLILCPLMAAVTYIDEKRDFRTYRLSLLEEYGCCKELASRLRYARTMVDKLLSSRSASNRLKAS
CCT modulator = High-Throughput Screening for Modulators of Cytosolic Chaperonin Activity | purified chaperonin ATPase assay, HTRF ADP detection, 30 min | activity change, % (test concentration not listed), hits read low | 360,000 compounds, 0.3% hits; in the data active = activity change below about -30%; also: % is scaled to controls: 0 for no effect and ±100 for the full control effect
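Enzyme 40 or 20 nM (batch-dependent) in Tris pH 7.4/KCl/MgCl2/DTT; cpd 76 uM single point; ATP 10 uM; 30 min 37 °C; Transcreener ADP HTRF detection, 30 min RT; ratio 665/615.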
EPAC2 antag = qHTS for Antagonist of cAMP-regulated guanine nucleotide exchange factor 2 (EPAC2): primary screen; Rap guanine nucleotide exchange factor 4 (Homo sapiens), Q8WZA2; EPAC2 GEF exchange of Rap1B-BODIPY-GDP, fluorescence; Potency, µM (titrated, usually from 114 µM), for inactives: top-dose activity, negative = inhibition, most hits filed as inhibitors; 360,000 compounds, 0.18% hits; AID 720708, 2013; also: potency is read from the fitted curve at half-maximal effect; % is scaled to controls: 0 for no effect and ±100 for the full control effect; nearly all actives have a fitted effect of over 45% in size; many of its hits are not listed in these tables
EPAC1 agonist = qHTS for Agonist of cAMP-regulated guanine nucleotide exchange factor 3 (EPAC1): primary screen; Potency, µM (series often up to 154 µM), for inactives: at the highest dose activation, hits mostly activators; Rap guanine nucleotide exchange factor 3 (Homo sapiens), O95398; EPAC1 agonist qHTS, biochemical assay; response scale: 100% = response to 6.5 mM cAMP; AID 720707, 2013; 360,000 compounds, 0.073% hits; also: potency is read from the fitted curve at half-maximal effect; nearly all actives have a fitted effect of over 60% in size
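Compounds were pinned as a concentration titration into mixtures of EPAC1 (100 nM), BODIPY-GDP-loaded Rap1B (250 nM) and GDP (50 uM). After 5 min at room temperature, fluorescence was followed for 30 min; activity was scaled to 6.5 mM cAMP.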
PI5P4K alpha inh = qHTS for Inhibitors of phosphatidylinositol 5-phosphate 4-kinase (PI5P4K). Phosphatidylinositol 5-phosphate 4-kinase type-2 alpha (Homo sapiens), P48426. PI5P4Kalpha enzyme, ADP-Glo luminescence, 60 min; stronger effect = lower value. max response, %. 330,000 compounds, 1.2% hits. AID 652105, 2013; active = max response of -50% or lower; inconclusive = between -30% and -50%; inactive = -30% or higher; also: value at the top dose of about 77 µM; % is scaled to controls: 0 for no effect and ±100 for the full control effect
Target sequence (P48426 whole entry, looked up): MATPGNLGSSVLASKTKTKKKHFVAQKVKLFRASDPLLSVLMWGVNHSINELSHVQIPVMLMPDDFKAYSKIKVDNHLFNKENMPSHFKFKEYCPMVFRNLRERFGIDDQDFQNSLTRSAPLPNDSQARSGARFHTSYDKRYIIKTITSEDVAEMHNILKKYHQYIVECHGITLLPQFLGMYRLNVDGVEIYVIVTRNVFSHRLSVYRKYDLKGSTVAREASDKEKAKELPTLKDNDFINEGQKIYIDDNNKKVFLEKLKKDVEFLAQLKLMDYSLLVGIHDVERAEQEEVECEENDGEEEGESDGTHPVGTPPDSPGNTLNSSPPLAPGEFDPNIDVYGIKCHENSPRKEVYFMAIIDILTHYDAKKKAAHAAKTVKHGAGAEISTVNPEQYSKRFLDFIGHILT
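Single end-point luminescence (ADP-Glo) quantified ADP from PI5P4Kalpha turnover; ATP 5 microM final, 1 h at RT, 0.1% CHAPS and 0.28 mM EGTA in HEPES pH 7.4.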
Mm-Cpn inhibitor = Inhibitors of TCP-1 ring complex (TRiC) of Methanococcus maripaludis (MmCpn): qHTS. purified Mm-Cpn ATPase, ADP Transcreener TR-FRET. Potency, µM (highest dose often 76.9 µM), without a hit: at the top dose activity, negative = inhibition, hits mostly inhibitors. 330,000 compounds, 0.031% hits. Chaperonin Mm-Cpn (Methanococcus maripaludis). AID 504842, 2011; also: potency is read from the fitted curve at half-maximal effect; % is scaled to controls: 0 for no effect and ±100 for the full control effect; nearly all actives have a fitted effect of over 80% in size
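ATP (10 uM final) was added to archaeal chaperonin (25 nM final) after 10 min exposure to test compound at 37°C; after 30 min further incubation, ADP was detected by competitive TR-FRET.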
WRN inhibitor = qHTS for Inhibitors of WRN Helicase | WRN helicase unwinding, fluorescent forked duplex, kinetic | Potency, µM (doses to about 114 µM), without a hit: top-dose activity change, negative = inhibition, hits mostly inhibitors | 360,000 compounds, 0.46% hits | AID 651768, 2012; also: potency is read from the fitted curve at half-maximal effect; % is scaled to controls: 0 for no effect and ±100 for the full control effect; nearly all actives have a fitted effect of over 55% in size
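Primary qHTS, 1536-well format. 20 nM WRN + compound, 15 min RT; start with 100 nM forked fluorophore/quencher duplex, 2 mM ATP (final); kinetic read ex 525/em 598 nm.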
An asterisk follows results filed as active; ? = inconclusive; · = not tested or not shown; [ ] = remark or other dose. Unless noted, calls follow the shape of the dose curve; as a rule, active = well fitted curve in the direction sought with a large enough effect; inconclusive = small, poorly fitted or top-dose-only effect, or another doubt; inactive = no such curve, though single readings can be large; an effect the other way counts as inactive or inconclusive. An excerpt; count on the stated rates, not on these rows.

SMILES	EPAC1 antagonist	PLK1 PBD block	CCT modulator	EPAC2 antag	EPAC1 agonist	PI5P4K alpha inh	Mm-Cpn inhibitor	WRN inhibitor
CCCS(=O)(=O)N1CCCC(C(=O)NCCc2ccc(Cl)cc2)C1 (centres undefined)	3%	-2%	0.6	-3%	-4%	-6	-24%	1%
Cc1cc(C)nc(N2CCN(c3nnnn3-c3ccccc3)CC2)n1	2%	-6%	2.0	4%	7%	2	6%	-3%
Cc1cc(S(=O)(=O)Nc2noc3ccccc23)ccc1F	-25%	-15%	-0.3	2%	-2%	-2	1%	-4%[57.1 µM]
O=C(N/N=C/c1ccccc1Br)C1CC1	4%	-1%	0.2	29%	19%	1	-4%	4%
O=C(Nc1cccc(F)c1)Nc1ccc2c(c1)C(=O)OC2	14%	0%	1.8	-4%	14%	3	-2%	-5%
CCc1ccccc1NC(=O)CCC(=O)c1cccs1	-8%	-5%	-2.8	15%	-11%	-25	-1%	3%
Cc1ccc(NC(=O)Nc2cc(C(F)(F)F)c[nH]c2=O)cc1	-22%	-17%	-2.1	-11%	0%	-5	0%	16%
CC(C)C(NC(=O)Nc1ccccc1)C(=O)Nc1cccc(S(=O)(=O)N(C)C)c1 (centres undefined)	-5%	-8%	-3.9	6%	-9%	1	-1%	-3%
O=C1NC(=O)c2cc(NC(=O)C3COc4ccccc4O3)ccc21 (centres undefined)	17%	1%	-0.9	26%	-14%	-1	-3%	-5%
Cc1ccc(OCC(=O)Oc2c(C)cccc2C)cc1C	-15%	-9%	-2.4	6%	-2%	31	1%	0%
CN(C)C=NC(=O)c1cc(C(=O)c2ccccc2Cl)c[nH]1	-4%	-10%	-2.4	3%	3%	-10	-3%	-9%
COc1c2ccccc2nn1C(C)C	9%	4%	0.2	7%	2%	-1	·	0%
CN1CCN(C(=O)CCS(=O)(=O)c2cc3c(cc2Cl)NC(=O)CO3)CC1	-9%	-22%	-3.4	3%	3%	4	0%	3%
Cc1nc2cc(C(F)(F)F)ccc2n1C1CCN(CC(=O)N2CCCC2)CC1	-1%	-18%	3.2	6%	-12%	-5	0%	4%
CN(C(=O)C1CCN(S(=O)(=O)c2cccs2)CC1)C1CCCCC1	-2%	1%	-1.2	-1%	12%	·	0%	-10%[57.1 µM]
COc1ccc(-n2nnnc2SCC(=O)c2ccc3c(c2)OCCO3)c(OC)c1	-3%	-6%	-0.3	-4%	10%	-7	1%	-6%
COc1ccc(NS(=O)(=O)c2ccc(O)c([N+](=O)[O-])c2)cc1S(=O)(=O)N1CCCCC1	6%	-12%	-0.1	1%	6%	3	1%	-4%
CCOc1ccccc1C1C(C#N)=C(N)Oc2n[nH]c(CC)c21 (centres undefined)	-3%	?	0.2	-2%	4%	·	1%	-2%
Cc1c(NC(=O)/C(C#N)=C/C2CC=CCC2)c(=O)n(-c2ccccc2)n1C (centres undefined)	-10%	-5%	3.0	9%	-6%	0	1%	-22%
COC(=O)CNS(=O)(=O)c1ccc(Cc2ccc(S(=O)(=O)NCC(=O)OC)cc2)cc1	4%	1%	0.4	-3%	6%	·	2%	-3%

Brought forward from above: 2 compounds; new compounds follow.
SMILES	EPAC1 antagonist	PLK1 PBD block	CCT modulator	EPAC2 antag	EPAC1 agonist	PI5P4K alpha inh	Mm-Cpn inhibitor	WRN inhibitor
Cc1c(NC(=O)/C(C#N)=C/C2CC=CCC2)c(=O)n(-c2ccccc2)n1C (centres undefined)	-10%	-5%	3.0	9%	-6%	0	1%	-22%
COC(=O)CNS(=O)(=O)c1ccc(Cc2ccc(S(=O)(=O)NCC(=O)OC)cc2)cc1	4%	1%	0.4	-3%	6%	·	2%	-3%
O=S(=O)(c1ccc(NC(=S)NCc2ccc(F)cc2)cc1)N1CCOCC1	-5%	-13%	-1.3	-4%	5%	0	-1%	-30%
CC1(C)CC(=O)C2=C(C1)c1c(ccc3ccccc13)NC2c1ccco1 (centres undefined)	-17%	-6%	0.8	2%	13%	·	-4%	-25%
Cc1ccc(NC(=O)COc2ccccc2C(=O)NCCc2ccccc2)cc1	-19%	-5%	-2.2	-15%	-6%	20	-5%	-5%
CC(C)(C)NC(=O)/C(=C\c1ccccc1F)NC(=O)c1ccc([N+](=O)[O-])cc1	-17%	-9%	-1.0	3%	-4%	-2	-4%	-6%
COC(=O)c1c(C)[nH]c(C(=O)NCc2ccco2)c1C	3%	0%	-0.2	5%	0%	-2	0%	1%
CCOC(=O)CSc1nnc(C)c(C)n1	-26%	2%	0.2	8%	5%	-4	·	-3%
CC(=O)Nc1ccc(S(=O)(=O)NC(CC(=O)N(C)Cc2ccccc2)C(C)C)cc1 (centres undefined)	-5%	3.4µM*	-2.7	-1%	4%	-53*	-9%	-17%
COc1ccc(C(=O)NCCCN2CCOCC2)cc1	7%	0%	-6.0	6%	3%	2	0%	6%
O=C(NNC(=O)C1CC(c2cccs2)=NO1)Nc1ccc(Cl)cc1 (centres undefined)	8%	-6%	-1.8	2%	-3%	-7	0%	-15%
COc1ccccc1/C=C/C(=O)OCCN1C(=O)c2ccccc2C1=O	-9%	2%	-2.9	-9%	11%	5	-1%	2%
O=C(c1ccc([N+](=O)[O-])cc1)N1CCN(C(=O)c2cccs2)CC1	-10%	-16%	-0.4	-7%	9%	-9	1%	0%
CCOC(=O)c1ccc(Nc2cc(C)nc3nc(C)nn23)cc1	-1%	-6%	-1.5	10%	9%	2	2%	-6%
COc1cccc(NC(=O)C2CCN(S(=O)(=O)c3ccc4c(c3)OCCO4)CC2)c1	-2%	-1%	1.9	1%[57.1 µM]	5%	2	-1%	-8%
Cc1c(C)[n+](=O)c(C)c(C)n1[O-]	3%	?	-2.5	-2%	4%	-5	·	-1%
O=C1NC(=Nc2ccccc2)S/C1=C\c1cccn1-c1ccccc1	-9%	-10%	-0.6	-3%	-1%	-6	?	-8%
CCNC(=S)NNC(=O)c1cccc(Br)c1	4%	-6%	-5.7	2%	1%	·	0%	-3%[57.1 µM]
COc1ccc([N+](=O)[O-])cc1NS(=O)(=O)c1cc(C(=O)O)ccc1OC	6%	1%	0.8	1%	2%	8	0%	1%
COc1cc2c(cc1OC)CN(Cc1ccc(OC)c(C)c1OC)CC2	0%	-4%	0.7	11%	3%	·	-20%	13%
CCC(C)N(C(=O)Cn1nnc2ccccc21)C(C(=O)Nc1ccc(F)cc1)c1cccc(OC)c1 (centres undefined)	-12%	5%	0.8	-6%	12%	·	0%	-3%
CC(=O)Nc1cccc(NC(=O)c2ccc3c(c2)CCN3S(=O)(=O)c2ccccc2)c1	-9%	3%	-2.4	-14%	7%	-1	1%	-8%
Nc1nonc1-c1noc(-c2ccc(Br)o2)n1	-2%	-8%	-2.8	0%	2%	-7	1%	5%
O=C(NNC(=O)c1ccccc1F)c1ccc(-c2ccccc2Cl)o1	-10%	-7%	1.3	-18%	15%	7	·	-8%
COCCCNC(=O)C[C@H]1C[C@H](C(=O)N2CCCCC2)[C@@]2(CCc3ccccc3)c3[nH]c4cc(CCC(=O)N(C)C)ccc4c3CCN2C1=O	-10%	-10%	2.1	-5%	2%	2	2%	2%
O=C(NCc1ccco1)c1cnn2c(C(F)(F)F)cc(-c3ccccc3)nc12	19%	-18%	2.2	22%	-1%	·	3%	-22%[57.1 µM]
CCOc1nc(NCCO)nc(Nc2ccc([N+](=O)[O-])cc2)n1	-1%	-5%	1.4	-9%	1%	2	0%	-16%
O=C(O)Cn1nc2ccccc2n1	-2%	-1%	2.0	8%	-1%	-3	-1%	10%
COc1ccc(NC(=O)COC(=O)/C=C/c2ccccc2[N+](=O)[O-])cc1OC	-25%	4%	1.3	-3%	-1%	4	-1%	-2%
Cc1ccc(S(=O)(=O)c2nnn3c2nc(NCCCN2CCCC2=O)c2ccccc23)cc1C	-24%	-29%	0.3	-11%	0%	-3	-1%	-4%
NNC(=O)CC1NCCN(Cc2ccccc2)C1=O (centres undefined)	-17%	-3%	0.5	12%	4%	-8	0%	2%
O=C(CN1C(=O)NC2(CCCc3ccccc32)C1=O)N1CCc2ccccc2C1 (centres undefined)	-4%	-9%	-2.4	-5%	5%	-4	0%	-6%
Cn1c(Cc2csc(N)n2)nnc1SCC(=O)NC1CCCCC1	-8%	-6%	-0.2	6%	3%	0	1%	-7%
CN(CC(=O)Nc1ccc(F)cc1)c1ccc(S(=O)(=O)N2CCCCC2)cc1[N+](=O)[O-]	4%	1%	1.0	0%	1%	-3	0%	-9%
Cc1cccc(C)c1NC(=O)CN1CCN(C/C=C/c2ccccc2)CC1	-3%	-12%	1.5	7%	7%	3	·	6%
COc1ccc(-c2[nH]ncc2CN2CCCC(C(=O)c3ccc(OC)cc3OC)C2)cc1 (centres undefined)	9%	-3%	0.3	7%	-3%	0	0%	0%
O=C(N/N=C/c1cccnc1)c1ccc(NC(=O)c2ccccc2Cl)cc1	-3%	-9%	-1.4	4%	13%	6	-1%	-16%
O=C(Cc1ccc([N+](=O)[O-])cc1)NCc1ccccn1	-16%	-3%	0.4	6%	-3%	0	0%	11%
Cc1nn(C(C)(C)C)c(NC(=O)c2ccc(Cl)cc2Cl)c1Br	-4%	5%	-3.2	5%	-7%	0	2%	-4%
Cn1c(=O)c2c(n3cnnc13)-c1ccccc1CC21CCCC1	3%	0%	-2.4	-2%	3%	·	-2%	-5%
OC(c1ccc(F)c(F)c1)c1nc(-c2ccccc2)cs1 (centres undefined)	4%	-2%	1.1	-28%	-5%	13	·	-6%
CCOc1cccc(-c2cc(C(=O)NN)[nH]n2)c1	-6%	-5%	3.1	2%	13%	2	3%	-11%

Molecules above that have a COOH group:
SMILES	EPAC1 antagonist	PLK1 PBD block	CCT modulator	EPAC2 antag	EPAC1 agonist	PI5P4K alpha inh	Mm-Cpn inhibitor	WRN inhibitor
COc1ccc([N+](=O)[O-])cc1NS(=O)(=O)c1cc(C(=O)O)ccc1OC	6%	1%	0.8	1%	2%	8	0%	1%
O=C(O)Cn1nc2ccccc2n1	-2%	-1%	2.0	8%	-1%	-3	-1%	10%
